Screens deposited in PubChem by several laboratories.
GSK3 alpha inh = human GSK-3 alpha kinase inhibition | P49840 | ADP-Glo luminescence, 60 min | inhibition, % at 10 µM | actives 0.1% (n = 320,000) | AID 2650;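 in the data active means inhibition above about 50%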;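 further: GST-tagged GSK-3 alpha with peptide substrate and 25 µM ATP; 0% = DMSO neutral wells and 100% = GW8510 positive control wells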
Target sequence (P49840 whole entry, looked up): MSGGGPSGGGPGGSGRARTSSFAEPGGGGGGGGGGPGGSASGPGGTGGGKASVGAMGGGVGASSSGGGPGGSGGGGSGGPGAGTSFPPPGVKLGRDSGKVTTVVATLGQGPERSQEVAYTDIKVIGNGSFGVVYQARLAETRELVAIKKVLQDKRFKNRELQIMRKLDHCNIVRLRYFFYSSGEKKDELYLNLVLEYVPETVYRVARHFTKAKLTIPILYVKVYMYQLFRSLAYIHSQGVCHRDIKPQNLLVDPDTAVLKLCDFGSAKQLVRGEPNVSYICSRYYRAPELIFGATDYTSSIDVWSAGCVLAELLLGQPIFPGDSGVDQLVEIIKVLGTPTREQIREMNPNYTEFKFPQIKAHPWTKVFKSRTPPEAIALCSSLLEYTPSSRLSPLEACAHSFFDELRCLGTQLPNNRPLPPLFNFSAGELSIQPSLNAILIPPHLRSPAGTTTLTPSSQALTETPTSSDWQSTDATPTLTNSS
Platelet DG rel = modulates dense granule release in human platelets; AID 1663; inhibition, %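 (compounds screened at 7.5 µM in platelet-rich plasma)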; actives 0.22% (n = 300,000); human platelet-rich plasma, SFLLRN dense granule ATP release, luminescence;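 active means mean replicate score, as percent of positive control, at or above 50; inconclusive means mean below 50 but at least one replicate at or above 50; inactive means mean and every replicate below 50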
IEC-6 cytotox = counter-screen for KLF5 inhibitors: cytotoxicity in IEC-6 cells; IEC-6 cytotoxicity, luminescence viability; inhibition, % at 5 µM; actives 0.78% (n = 290,000); AID 1825; in the data active means inhibition above about 22%;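 further: 0% = plate median of test compound wells and 100% = cytotoxic reference compound wells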
aSyn UTR inh = 5' untranslated region of α-synuclein, MLPCN primary screen. AID 1813. actives 0.82% (n = 300,000). alpha-synuclein 5'UTR reporter, inhibitor activity. inhibition, % (tested at 7.5 µM); in the data active means inhibition above about 60%; inconclusive means no clear call, values can overlap the other calls;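 further: H4 neuroglioblastoma cells stably carrying SNCA 5'UTR luciferase fusion; 0% = DMSO wells and 100% = positive control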
KLF5 inhibitor = kruppel-like factor 5 inhibition. DLD-1 KLF5 promoter-luciferase reporter, luminescence. inhibition, % at 5 µM. actives 0.23% (n = 290,000);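 active means inhibition above a per-plate limit of that plate's mean compound inhibition plus 3 SD, cut at about 60% in these data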;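 further: 0% = DMSO wells and 100% = LY294002 at 200 µM; higher means less KLF5 promoter-driven luciferase light; inactives centre near -14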
HSP90 inh = inhibitors of HSP90 luciferase refolding in rabbit reticulocyte lysate; luciferase refolding luminescence, 3 h; inhibition, % at 5.6 µM; actives 0.91% (n = 290,000);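 active means inhibition above the screen-wide mean plus 3 SD, computed separately per campaign, cut at about 16% in these data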;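 further: 0% = DMSO wells and 100% = 60 µM geldanamycin wells; inhibitors lower the luminescence because luciferase stays unfolded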
Dyrk1A ADPGlo = blocks rat Dyrk1A kinase activity | ADP-Glo luminescence, NFATc1 peptide | inhibition, % at 12.5 µM | actives 0.43% (n = 310,000) | AID 504441; in the data active means inhibition above about 50%;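 further: plate controls were vehicle with enzyme for no effect and no enzyme for full effect; many of its hits are not listed in these tables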
GSK3B inh = inhibitors of human GSK3beta kinase. GST-GSK3beta kinase, ADP-Glo luminescence, 60 min; hits give low values. activity score (negative = inhibition), % at 10 µM. actives 0.038% (n = 300,000);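 active means more than half of replicate wells score below -50%, meaning over 50% inhibition versus plate controls; inconclusive means some replicates but at most half score below -50%; inactive means no replicate scores below -50%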;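 further: 0% = median DMSO wells and -100% = median GW8510 positive control wells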
Target sequence (P49841 whole entry, looked up): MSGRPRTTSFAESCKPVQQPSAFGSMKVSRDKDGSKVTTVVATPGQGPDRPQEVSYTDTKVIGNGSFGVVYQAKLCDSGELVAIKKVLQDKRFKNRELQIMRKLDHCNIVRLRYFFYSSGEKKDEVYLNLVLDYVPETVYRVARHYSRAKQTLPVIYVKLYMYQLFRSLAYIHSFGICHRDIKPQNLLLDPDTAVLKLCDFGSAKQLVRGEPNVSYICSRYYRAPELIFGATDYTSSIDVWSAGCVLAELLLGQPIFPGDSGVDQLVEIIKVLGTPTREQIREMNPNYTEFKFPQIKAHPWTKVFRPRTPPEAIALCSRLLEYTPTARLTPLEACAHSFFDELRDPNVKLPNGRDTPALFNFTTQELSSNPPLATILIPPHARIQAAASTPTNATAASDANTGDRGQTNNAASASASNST
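Assay system: GST-fused GSK3beta enzyme, cell-free / Medium: Tris pH 7.5 buffer with MgCl2, DTT, BSA, heparin / Also added: peptide substrate plus 25 µM ATP (final) / Compound: 10 µM single point / Timing: kinase reaction with compound 60 min at room temperature / Detection: ADP-Glo luminescence / Benchmarks: DMSO neutral wells and GW8510 at 20 µM as positive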
HSF1 inh = HSF1 inhibition; activity change, negative = inhibition, % at 7.5 µM (by protocol); NIH3T3-HGL HSE-luciferase, MG132-induced, luminescence 8 h; hits give low values; AID 2098; actives 0.77% (n = 300,000);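 active means more than half of replicate wells show activity change below -50%, luminescence cut by over half; inconclusive means some wells, but at most half, below -50%; inactive means no replicate well below -50%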;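 further: luciferase reports HSF-1 transcriptional activity via heat shock element; 0% = median of DMSO wells and -100% = zero luminescence signal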
HSF1 activator = increases HSF-1 driven luciferase reporter signal. NIH3T3-HGL HSF-1 luciferase reporter, MG132, 8 h; 100% = twice DMSO control signal. activation, % at 9 µM. actives 1.7% (n = 300,000);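 active means mean replicate activation of at least 50% with a set share of replicates each reaching 50%; inconclusive means only one of those two conditions met; inactive means mean below 50% and too few replicates reaching it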;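 further: 0% = median of the neutral control wells and 100% = twice that signal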
Numbers without * were called inactive; ? = inconclusive; nt = no result given.

SMILES	GSK3 alpha inh	Platelet DG rel	IEC-6 cytotox	aSyn UTR inh	KLF5 inhibitor	HSP90 inh	Dyrk1A ADPGlo	GSK3B inh	HSF1 inh	HSF1 activator
CC(C)(C)c1ccc(C(CC(=O)O)NC(=O)CSc2ccccc2)cc1 (stereo unspecified)	-4	2	-2	-6	-27	-6	-7	5	-26	-43
COc1ccc2nccc(C(N)=O)c2c1	3	-2	1	-10	-33	4	-8	-2	-14	-11
Cc1cccc(-n2nc3c(c2NC(=O)c2ccc(S(=O)(=O)N4CCOCC4)cc2)CSC3)c1C	nt	nt	0	nt	-8	-3	7	nt	nt	nt
CC(=O)c1ccc(-n2nnnc2SCC(=O)Nc2sc(C)c(C)c2C#N)cc1	-1	-2	6	-53	6	-3	-2	0	-1	28
COC(=O)CN1C(=O)COc2ccc(S(=O)(=O)NCc3ccccc3)cc21	0	4	-7	6	-4	-2	-3	1	-6	-5
COc1ccc(COC(=O)C2=C(C)NC(=O)NC2c2ccc(O)cc2)cc1 (stereo unspecified)	31	8	0	15	-41	3	-5	-8	4	7
CN(CC(=O)Nc1ccccc1)CC(=O)Nc1ccc(F)cc1	-6	7	6	-15	-3	0	-7	2	-4	12
CCN(CC)S(=O)(=O)c1ccc(C(=O)Nc2ccc(Cc3ccncc3)cc2)cc1	0	0	4	-20	22	-3	-2	-4	-8	-4
COc1ccccc1CNC(=O)[C@@H]1CCCN1C(=O)C1CCN(S(=O)(=O)c2ccc(C)cc2)CC1	-1	-2	-10	33	-29	-3	3	2	1	-3
CCOC(=O)C1(Cc2cccc(OC)c2)CCN(Cc2ccc(C)s2)CC1	-1	3	3	10	-17	1	-3	2	5	9
Cc1ccc(Cl)cc1N1CCN(C(=O)COc2ccc3c(c2)CCC3)CC1	-2	18	-8	-1	-3	2	2	5	nt	nt
COc1ccc2c(c1)C=CC1(O2)N(CCO)c2ccccc2C1(C)C (stereo unspecified)	nt	-2	5	-49	-16	6	4	3	-43	-41
CCc1noc(C)c1C(=O)N1CCC(CCC(=O)Nc2cccc(OC)c2)CC1	-2	-2	-3	13	-8	-4	-2	2	-1	-1
Fc1cccc2sc(Nc3nnc(-c4ccco4)o3)nc12	-2	-4	6	-109	-120	7	4	1	-1	29
O=C(NN1C(=O)/C(=C/C=C/c2ccco2)SC1=S)c1ccncc1	2	17	-23	-11	-17	3	nt	1	2	10
COc1ccc(S(=O)(=O)N(C)c2ccc(C(=O)N3CCOCC3)cc2)cc1OC	-3	2	-2	35	11	0	-3	1	-7	-12
O=C(NCc1ccco1)/C(=C/C=C/c1ccccc1)NC(=O)c1ccco1	-2	-8	-3	-6	-3	1	0	2	5	6
Cc1ccc([N+](=O)[O-])cc1NC(=S)NC(=O)c1c(Cl)cnn1C	nt	-6	0	6	-24	-3	nt	0	-3	7
CC(=O)C1C(=O)CC(C)(O)C(C(C)=O)C1c1ccc(N(C)C)cc1 (stereo unspecified)	0	5	6	-2	-3	3	1	3	-1	-1
COc1ccc(C2c3sc(=O)[nH]c3SC3C4CCC(C4)C23)cc1 (stereo unspecified)	-1	-2	0	-11	-24	2	5	-9	-4	-10
Cc1cc(NC(=O)CSc2nc3c(cc2C#N)CCCC3)no1	-4	2	-4	-74	-116	1	2	-1	45	71*
COc1cccc(CNC(=O)CCc2nnc(C3CCCCC3)o2)c1	-3	-3	-4	-6	24	1	1	3	-12	-7
Cc1ccc(NC(=O)C(C)OC(=O)c2ccc(NS(=O)(=O)c3ccc(F)c(F)c3)cc2)cc1 (stereo unspecified)	-2	13	-3	37	0	-4	-2	2	-6	14
O=C1NC2(CCCCC2)C(=O)N1Cc1cccc(C(F)(F)F)c1	-1	-2	1	5	-14	0	0	-1	-6	0
O=C(Cn1c(=O)sc2ccccc21)NCCOc1ccccc1F	-3	-3	2	8	-13	2	2	1	4	9
CCCCNC(=O)C(=O)Nc1cc2c3c(c1)CCC(=O)N3CCC2	0	-3	-2	6	-35	-2	0	2	0	1
Cc1ccc(-n2ncc3c(=O)n(CC(N)=O)cnc32)cc1	-6	2	-4	-4	-9	-1	-9	3	0	-9
O=c1cc(-c2ccc(Cl)cc2)nc(N2CCN(c3ccccc3)CC2)[nH]1	-4	-2	2	17	-10	6	-2	-2	7	22
CCc1ccc(CN(C(=O)COc2c(C)cccc2C)C2CCS(=O)(=O)C2)cc1 (stereo unspecified)	-2	5	6	12	-9	4	0	0	7	21
COc1ccccc1NC(=O)Nc1ccc(Cl)c(S(=O)(=O)Nc2ccccc2OC)c1	-3	21	-1	27	-27	-1	-4	6	11	16
CCN1CCN(c2ccc(S(=O)(=O)N3CCOCC3)cc2NC(=O)c2sccc2C)CC1	0	4	nt	-2	nt	nt	-2	-3	-3	-1
Cc1ccc(NC(=O)/C(=C\c2ccc([N+](=O)[O-])cc2)NC(=O)c2ccccc2)cc1	2	-2	0	0	-43	-9	-6	4	-3	-1
CCOc1ccc(N2CC(C(=O)Nc3ccccc3OC)CC2=O)cc1 (stereo unspecified)	-4	1	2	11	-58	2	11	0	1	6
Cc1ccc2nc(NC(=O)CSc3nc4ccccc4o3)sc2c1	-3	-1	-5	-143	-41	0	nt	1	16	27
COc1ccc(-c2cnnc(N/N=C/c3c(C)nn(-c4ccccc4)c3Cl)n2)cc1	1	6	6	11	10	1	0	1	-5	3
CC(C)N(CCn1c(=S)[nH]c2ccccc2c1=O)C(C)C	0	2	2	9	-39	1	-2	1	-3	11
COc1ccc(C2OC(=O)CC2C(=O)NC2CCCCCC2)cc1OC (stereo unspecified)	-2	-3	1	22	-16	1	-4	0	-14	-11
O=c1cccccc1NN=C1CCCCCC1	4	7	-6	-140	-112	-6	nt	-3	23	49
CCCCCn1c(SCC(=O)OCC)nc2cc(C(=O)NCc3ccco3)ccc2c1=O	-8	-14	-8	-5	-34	1	-4	1	14	28
O=C(Cn1nc(-c2ccccc2)c2ccccc2c1=O)Nc1ccc2c(c1)nc1n2CCOC1	-3	-3	8	2	-9	1	1	1	13	10
O=C(NC1CCCC1)c1ccc(CS(=O)(=O)Cc2ccccc2F)o1	0	-11	0	7	-5	1	-2	1	-1	-6
O=C(CCc1nnc(CCc2ccccc2)o1)NC(c1cccnc1)C(F)(F)F (stereo unspecified)	0	6	-3	13	-23	0	-3	-1	2	10
Cn1c(CCN2CCCCCC2)nc2cc(NC(=O)Nc3ccccc3)ccc21	0	8	5	-92	-19	7	3	0	219	276*
COc1cccc(C2C(C(C)=O)=C(C)Nc3ncnn32)c1 (stereo unspecified)	8	-2	-6	4	-66	0	0	1	11	-3
N#Cc1c(SCC(=O)N2CCOCC2)nsc1SCC(=O)N1CCOCC1	-2	1	-2	-4	-12	0	3	1	1	-15
CN1C(=O)c2ccc(N3CCCC3)cc2C1=O	-5	5	1	-15	-18	2	-3	2	9	6
Cn1cnnc1SCC(=O)c1ccc2c(c1)OCCO2	-3	1	5	-17	-36	-3	7	0	0	3
CC(=O)N/N=C/c1cc2c(cc1[N+](=O)[O-])OCO2	1	-5	-4	-3	-25	0	3	-1	-8	-8
CC(NC(=O)CSc1n[nH]c(=O)[nH]c1=O)C1CC2CCC1C2 (stereo unspecified)	-3	4	1	0	-22	2	-8	-23	-8	-7
CCN(CC)C(=O)COc1cccc2ccccc12	2	4	-6	-33	-23	-2	-4	0	0	0
Next entries
SMILES	GSK3 alpha inh	Platelet DG rel	IEC-6 cytotox	aSyn UTR inh	KLF5 inhibitor	HSP90 inh	Dyrk1A ADPGlo	GSK3B inh	HSF1 inh	HSF1 activator
CCOC(=O)c1ccc(NC(=O)CSc2nc3sc(C(=O)O)c(C)c3c(=O)[nH]2)cc1	3	12	1	2	-15	-2	1	0	-13	-5
CCN(CC)CCN(C(=O)c1ccc2c(c1)CCCC2)c1nc2ccc(OC)cc2s1	4	-10	-2	15	-44	6	12	-2	-3	5
O=C(CCC(=O)c1ccccc1)Nc1cccnc1	-4	10	5	6	4	4	-3	0	-6	44
CC(C)c1ccc(OCC(=O)NN2C(=O)c3ccccc3C2=O)c(Br)c1	-4	5	3	-3	-11	-5	2	-3	1	-21
COc1cc(OC)cc(C(=O)N[C@H](C(=O)N2CCc3ccccc32)C(C)C)c1	1	-19	-2	25	-44	3	-3	-2	1	37
Cc1c(Nc2cc(=O)oc3ccccc23)c(=O)n(-c2ccccc2)n1C	-1	2	5	12	-15	-2	-2	0	-3	7
c1ccc(CNCCN2CCNCC2)nc1	nt	-4	7	3	-1	-1	-3	2	-2	-3
COC(=O)/C(=C/c1ccccc1)NC(=O)c1ccco1	2	32	-3	-4	-22	-2	-2	-2	-3	0
O=C(O)c1cc2cc(OCc3ccccc3)ccc2[nH]1	-2	8	8	21	-32	2	nt	-4	-1	-2
COc1ccc2c(c1)C1=NN(/C(C)=C/C(C)=O)C(c3cccc(F)c3)C1CC2 (stereo unspecified)	0	1	6	-64	-19	5	1	5	33	?
O=C(c1ccccc1)N1CCN(C(=O)c2ccncc2)CC1	0	-1	0	7	-44	3	3	-2	-6	-7
Cc1ccc2nc(Nc3ccc(Cl)cc3)c3nncn3c2c1	-4	-10	6	5	-38	2	7	-3	3	4
Cc1cc(C)n(CCCNC(=O)C2CC(=O)N(Cc3ccccc3)C2)n1 (stereo unspecified)	-1	-1	nt	3	nt	nt	0	0	1	4
CCN(CC)CCCNc1ccc(-c2nnc(-c3ccc(OCC(C)C)cc3)o2)cn1	2	12	6	121*	-23	0	10	0	-14	-12
CCCc1cc(=O)[nH]c(SCC(=O)Nc2nonc2N)n1	-5	6	-5	-14	-1	-2	0	-16	-6	-2
O=C(CSc1nc2ccc(Cl)cc2[nH]1)Nc1ccc2[nH]c(=O)[nH]c2c1	13	0	nt	-5	nt	nt	16	-2	-2	-11
O=C(O)c1cccc(NC(=O)c2cccc(NC(=O)C3CCCO3)c2)c1 (stereo unspecified)	0	-2	-4	37	17	11	3	4	-30	-26
O=C(NC1c2ccccc2-c2ccccc21)N1CCOCC1	-1	0	4	14	-17	-2	-2	-3	-5	7
Cc1ccc(S(=O)(=O)N(C)C)cc1NC(=O)COC(=O)C1CCCC1	nt	7	nt	6	nt	nt	-9	-8	-6	-19
O=C(NCCCn1ccnc1)/C(=C/c1ccco1)NC(=O)c1ccco1	-4	-10	0	-27	-12	2	6	5	-1	6
CC1CCN(c2nc3c(N)ncnc3n2[C@@H]2O[C@H](CO)[C@@H](O)[C@H]2O)CC1	1	2	0	-3	2	-1	-3	-5	1	-17
CCOc1ncccc1C(=O)Nc1ccc(-c2cn3ccsc3n2)cc1	5	-5	-4	14	-17	6	-2	4	-2	0
COC(=O)c1cc(COC(=O)COc2ccc(C)c(C)c2)oc1C	1	-10	2	2	3	0	2	nt	3	14

The list is partial; count on the stated rates, not on these rows.
